AID2073: inhibitors of Mint1-CaV2.2 protein interaction, biochemical, HTRF (AID 2073); HTRF protein-protein interaction, Mint1-CaV2.2; higher % means a stronger effect; one-dose inhibition, % at 20 µM; IC50 in µM for titrated hits; 290,000 compounds, 0.19% hits; in the data active means inhibition mostly above about 51%, no sharp cut-off; further: some results filed as inactive read as strong as hits
PMI inhibition: MPI inhibition at elevated mannose 6-phosphate – biochemical, fluorescence intensity, high mannose 6-phosphate, primary screen (AID 1220); recombinant PMI enzyme, coupled fluorescence intensity; higher % means a stronger effect; inhibition, % at 20 µM; hits with a dose series show IC50 in µM; 190,000 compounds, 0.66% hits
SIAH1 antagonists: blockers of Siah-1 interaction with plectin peptide – biochemical, fluorescence polarization, rhodamine-plectin, uHTS, primary screen (AID 1817) | one-dose displacement, % at 20 µM; IC50 in µM for titrated hits | Siah-1 / rhodamine-plectin peptide fluorescence polarization; higher % means a stronger effect | 290,000 compounds, 0.02% hits;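 active means displacement of at least 50% at 20 µM, with a fluorescence ratio check between 0.3 and a set limit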;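 further: plate controls were Siah plus tracer with DMSO for no effect and tracer alone without Siah for full effect; strong numbers were not always called active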
PMI inhibitors: inhibitors of human PMI, primary screen, biochemical, fluorescence intensity, coupled assay (AID 1209); purified PMI enzyme, coupled fluorescence intensity; higher % means a stronger effect; inhibition, % at 20 µM, or IC50 in µM where a hit was titrated; 190,000 compounds, 0.42% hits;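 further: plate controls were DMSO vehicle for no effect and wells lacking substrate for full effect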
LYP phosphatase: inhibitors of LYP phosphatase, biochemical, fluorescence intensity, uHTS (AID 1779). recombinant LYP phosphatase, fluorescence intensity; higher % means a stronger effect. 290,000 compounds, 0.054% hits. inhibition, % at 11.5 µM; hits with a dose series show IC50 in µM;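 further: plate controls were vehicle with enzyme for no effect and no enzyme for full effect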
Dynein transport: blocks dynein driven cargo transport along microtubules; z-score, hits read low; 220,000 compounds, 0.47% hits; 3617.4 mouse cells, GR-EGFP nuclear translocation imaging; test concentration mostly 20 µM; stimulated with dexamethasone, 1 µM; stronger effect = lower value;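 active means plate z-score of nuclear minus cytoplasmic receptor signal below a set negative limit, without overly bright fluorescence or cell loss, cut at about -3.5 in these data, passing the limit was not always enough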;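 further: z-score of nuclear minus cytoplasmic ring GR-EGFP intensity difference per well; some compounds called inactive have numbers as strong as hits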
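Medium: Induction medium lacking tetracycline, stripped serum | Probe or stimulus: 1.0 µM final dexamethasone stimulus | Schedule: 48 h induction, then 1 h compound, then 30 min agonist, 37 °C | Signal: Automated 10x imaging of fixed Hoechst-stained cells | Evaluation: Per-cell GR-EGFP intensity, nucleus versus surrounding cytoplasmic ring, well-averaged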
P. falciparum M17LAP: P. falciparum M17LAP inhibitors, primary screen, biochemical, fluorogenic H-Leu-NHMec substrate, 1536-well (AID 1619) | recombinant M17LAP, H-Leu-NHMec fluorogenic kinetic assay; higher % means a stronger effect | one-dose inhibition, % at 30 µM; IC50 in µM for titrated hits | 220,000 compounds, 0.38% hits;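 active means compound inhibiting the enzyme by more than half at any dose during confirmatory dose-response retesting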;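 further: plate controls were full reaction with DMSO carrier for no effect and no enzyme background for full effect; strong numbers were not always called active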
XIAP antagonists: small molecules displacing peptide from XIAP – biochemical, IAP family, fluorescence polarization (AID 1018); XIAP BIR domain, fluorescence polarization peptide displacement; higher % means a stronger effect; displacement, % at 20 µM, or IC50 in µM where a hit was titrated; 200,000 compounds, 0.007% hits; in the data active means displacement above about 50%; further: a part of the inactive calls stands beside numbers as strong as those of hits
P. falciparum M1AAP: P. falciparum M1AAP inhibitors, biochemical, fluorogenic H-Leu-NHMec substrate, 1536-well (AID 1445); inhibition, % at 30 µM; hits with a dose series show IC50 in µM; 220,000 compounds, 0.42% hits; recombinant M1AAP, H-Leu-NHMec fluorogenic kinetic assay; higher % means a stronger effect;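 active means primary inhibition above the hit cutoff, then over 50% inhibition at one or more dose response concentrations, cut at about 23% in these data, passing the limit was not always enough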;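 further: plate controls were DMSO full reaction for no effect and no enzyme background for full effect; strong numbers were not always called active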
Dynein transport cytoplasmic EGFP: also measured in Dynein transport; calls as there; z-score; measured here: cytoplasmic GR-EGFP intensity; stronger effect = higher value
Dynein transport nuclear GR-EGFP: further read-out of Dynein transport, marked with its call; z-score; measured here: nuclear GR-EGFP intensity;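 lower value marks the stronger effect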
Dynein transport cell count: also measured in Dynein transport; calls as there; z-score; measured here: cell count per field
* = called active by the depositor; nt = no result given. Unless noted, no stated cut-off is given here; in the data, active means inhibition above about 50%; inactive means the rest. Compounds were not picked by outcome. Share with any hit: about 2.1%.

Values run as follows: AID2073 | PMI inhibition | SIAH1 antagonists | PMI inhibitors | LYP phosphatase | Dynein transport | Dynein transport cytoplasmic EGFP | Dynein transport nuclear GR-EGFP | Dynein transport cell count | P. falciparum M17LAP | XIAP antagonists | P. falciparum M1AAP
Clc1ccccc1-c1nnc2sc(-c3ccncc3)nn12
→ 10.1% | 5.2% | 1.4% | 0.1% | -4.3% | 0.193 | -0.188 | 0.267 | 0.0271 | 6.2% | -1.6% | 5.5%
Cc1oc2c(c1C(=O)N1CCOCC1)C(=O)c1ccccc1C2=O
→ -11.0% | 22.5% | -2.5% | -27.8% | -6.3% | -0.887 | -0.136 | -0.346 | 0.474 | -1.5% | -3.2% | -0.8%
CN1CCN(c2ccccc2NC(=O)c2ccc(N3CCCC3)c([N+](=O)[O-])c2)CC1
→ -2.0% | 14.6% | -9.2% | 12.4% | -5.5% | -0.488 | -0.235 | 0.394 | -0.128 | 1.1% | -4.1% | 5.4%
Cc1ccc(C(=O)c2c(NC(=O)CSc3nnc(N)s3)sc3c2CCCC3)cc1
→ 22.4% | 35.5% | -4.9% | 20.9% | -3.8% | 0.156 | -0.343 | -0.197 | 0.411 | -11.9% | -4.0% | 3.7%
COc1ccc(OC)c(-c2cc(C(=O)Nc3cccc(Cl)c3)no2)c1
→ 8.2% | 3.9% | 1.5% | 10.3% | 3.2% | 1.46 | -0.352 | 0.966 | -0.193 | 0.5% | -3.1% | -0.3%
COc1cc(/C=N/NC(=S)Nc2cccc(S(=O)(=O)N(C)C)c2)ccc1O
→ -20.4% | 2.4% | -0.7% | -0.7% | -4.2% | -0.523 | -0.329 | -0.66 | 0.848 | 17.5% | -4.5% | 13.9%
CCn1c(O)c(C2=NCCCC2)c2ccccc21
→ 0.7% | 6.4% | 1.5% | 9.3% | -6.5% | -0.429 | -0.223 | -0.203 | 0.3 | 11.7% | -5.5% | 5.9%
O=C(NCCOC12CC3CC(CC(C3)C1)C2)c1cccc(Br)c1
→ -2.8% | 3.7% | 0.4% | 9.3% | 0.2% | -1.32 | 0.0987 | -0.636 | 0.539 | -1.2% | -3.2% | 8.4%
COC(=O)c1cc(NC(=O)C2CCCN(S(=O)(=O)c3c(C)n[nH]c3C)C2)cc(C(=O)OC)c1 (stereo unspecified)
→ 16.9% | 4.2% | 4.9% | 4.6% | -6.3% | -0.431 | -0.29 | 0.51 | -0.613 | -0.9% | -3.7% | 2.8%
Cc1ccc2nsnc2c1NC(=O)c1cncc(Br)c1
→ 4.5% | 37.4% | -0.7% | 2.2% | -2.7% | -0.662 | -0.342 | -0.321 | 0.201 | 4.1% | -13.3% | 2.9%

Reprinted at random: four entries already listed.
Values run as follows: AID2073 | PMI inhibition | SIAH1 antagonists | PMI inhibitors | LYP phosphatase | Dynein transport | Dynein transport cytoplasmic EGFP | Dynein transport nuclear GR-EGFP | Dynein transport cell count | P. falciparum M17LAP | XIAP antagonists | P. falciparum M1AAP
O=C(NCCOC12CC3CC(CC(C3)C1)C2)c1cccc(Br)c1
→ -2.8% | 3.7% | 0.4% | 9.3% | 0.2% | -1.32 | 0.0987 | -0.636 | 0.539 | -1.2% | -3.2% | 8.4%
COc1cc(/C=N/NC(=S)Nc2cccc(S(=O)(=O)N(C)C)c2)ccc1O
→ -20.4% | 2.4% | -0.7% | -0.7% | -4.2% | -0.523 | -0.329 | -0.66 | 0.848 | 17.5% | -4.5% | 13.9%
Cc1ccc(C(=O)c2c(NC(=O)CSc3nnc(N)s3)sc3c2CCCC3)cc1
→ 22.4% | 35.5% | -4.9% | 20.9% | -3.8% | 0.156 | -0.343 | -0.197 | 0.411 | -11.9% | -4.0% | 3.7%
COC(=O)c1cc(NC(=O)C2CCCN(S(=O)(=O)c3c(C)n[nH]c3C)C2)cc(C(=O)OC)c1 (stereo unspecified)
→ 16.9% | 4.2% | 4.9% | 4.6% | -6.3% | -0.431 | -0.29 | 0.51 | -0.613 | -0.9% | -3.7% | 2.8%

Further structures:
Values run as follows: AID2073 | PMI inhibition | SIAH1 antagonists | PMI inhibitors | LYP phosphatase | Dynein transport | Dynein transport cytoplasmic EGFP | Dynein transport nuclear GR-EGFP | Dynein transport cell count | P. falciparum M17LAP | XIAP antagonists | P. falciparum M1AAP
COc1cccc(C(=O)Nc2ccccc2N2CCOCC2)c1
→ 5.4% | -4.0% | -3.0% | 4.3% | -12.5% | 3.66 | -0.219 | 1.53 | -1.88 | -10.2% | -2.5% | 0.7%
CCOC(=O)c1[nH]c(C)c(C)c1C
→ 16.5% | -11.3% | 2.3% | -20.0% | -6.7% | -0.508 | -0.168 | 0.0799 | -0.333 | 0.6% | -1.9% | 2.5%
CCn1c(=O)cc(N2CCOCC2)[nH]c1=O
→ 23.6% | 18.7% | 5.4% | 4.8% | -5.5% | 0.281 | -0.321 | -0.194 | 1.1 | -4.8% | -1.8% | -2.6%
O=C(NC(NC(=S)Nc1ccccc1C(=O)O)C(Cl)(Cl)Cl)c1cccc([N+](=O)[O-])c1 (stereo unspecified)
→ -23.5% | -2.3% | -5.2% | 5.7% | -5.0% | -0.719 | -0.21 | -0.402 | 0.561 | -5.5% | -2.6% | 10.6%
CCC(CC)NC(=O)CCc1nc2ccccc2c(=O)[nH]1
→ 5.8% | -8.5% | 1.5% | -9.8% | -7.6% | 1.97 | -0.264 | 1.6 | -0.423 | -6.0% | -5.2% | 1.4%
COc1cccc(C(=O)Nc2ccc(NC(=O)C(C)(C)C)cn2)c1
→ -2.3% | 11.8% | 3.6% | 9.4% | 1.1% | 2.62 | -0.118 | 1.84 | -2.48 | 0.5% | 4.1% | 3.2%
COc1cc(CN(C)C(C)C(=O)Nc2ccc([N+](=O)[O-])cc2Cl)ccc1OC(F)F (stereo unspecified)
→ 0.0% | 14.8% | -1.9% | 19.4% | 2.4% | -0.125 | -0.293 | -0.159 | 0.701 | 4.3% | 6.0% | 4.5%
COc1cccc(C(=O)N=c2sc3c(C)ccc(OC)c3n2C)c1
→ 19.4% | 11.1% | -2.2% | 11.6% | -8.7% | nt | nt | nt | nt | 13.0% | -0.8% | 21.3%
CCCc1nc2c(nnn2Cc2ccccc2)c(=O)[nH]1
→ 6.3% | 2.8% | 5.3% | 4.0% | 0.0% | -0.254 | -0.288 | -0.209 | 1.22 | -1.3% | -0.8% | 4.1%
Cc1onc(-c2c(F)cccc2Cl)c1C(=O)NCCc1ccc(S(N)(=O)=O)cc1
→ -4.4% | 1.4% | -3.5% | 8.4% | 3.4% | 0.108 | -0.252 | 0.0709 | 0.817 | -0.7% | -12.2% | 12.3%
CCOC(=O)c1sc(=NC(=O)/C=C/c2cccs2)n(C)c1C
→ 25.0% | -1.7% | 1.9% | -2.0% | 1.2% | 0.696 | -0.203 | 0.472 | -0.0476 | -3.9% | -5.7% | -3.3%
O=C(NC1CCCC1)C(NS(=O)(=O)c1cccc2nsnc12)c1ccccc1 (stereo unspecified)
→ 13.7% | 6.5% | -0.4% | 7.4% | 0.0% | -0.306 | -0.248 | 0.131 | 0.402 | -28.4% | 0.6% | 1.4%
COc1cc(C(=O)OCC(=O)Nc2c(F)c(F)c(F)c(F)c2F)cc(OC)c1OC
→ -0.8% | -5.8% | 2.6% | -2.4% | -4.4% | -0.0729 | -0.205 | -0.234 | 0.561 | -2.4% | 0.0% | 5.6%
Cc1cccc(NC(=O)CSc2nnc(C)c(=O)n2N)c1
→ -9.2% | 10.8% | -1.6% | 7.0% | -2.5% | -0.435 | -0.326 | -0.13 | 0.744 | 3.0% | -4.7% | 3.2%
Clc1ccc(-c2csc(N3CCC(c4ccccc4)C3)n2)cc1 (stereo unspecified)
→ -6.4% | 19.1% | 2.6% | 4.0% | -3.4% | -1.23 | -0.214 | -0.591 | 0.698 | -3.1% | -2.1% | 0.5%
Cc1cccc(CCN(C(=O)Cc2cccs2)C(C(=O)NC2CCCCC2)c2cccnc2)c1 (stereo unspecified)
→ -6.7% | 8.4% | -2.5% | 12.6% | -0.2% | 2.32 | -0.208 | 0.792 | -1.12 | 2.1% | -1.9% | 4.8%
O=C(O)c1cccnc1SCc1ccccc1Cl
→ 7.0% | 0.1% | -0.4% | 2.3% | 3.8% | 2.22 | -0.208 | 1.13 | -1.24 | 0.5% | -5.4% | 2.6%
[O-]C1=N/[N+](=C/c2ccc(Cl)c(Cl)c2)CC1
→ -6.1% | -1.7% | -7.1% | 5.4% | 1.9% | 1.92 | 0.17 | 1.55 | -1.61 | 92.3% | -1.8% | 12.6%
O=C1N/C(=C/c2ccc(N3CCOCC3)cc2)C(=O)N1Cc1ccc(F)cc1
→ -2.0% | 8.4% | 1.9% | 9.5% | -3.7% | -0.191 | -0.14 | -0.166 | -0.505 | -9.6% | -1.8% | -1.2%
Cc1cc(C)cc(N(CC(=O)N2CCn3c2nc2ccccc23)S(=O)(=O)c2c(C)noc2C)c1
→ 12.5% | 10.8% | -3.4% | 10.1% | 6.6% | -2.01 | -0.401 | -1.21 | 8.83 | -13.5% | -8.0% | -4.7%
CN(C(=O)CSc1nc2cc(Cl)ccc2c(=O)n1Cc1ccco1)C1CCS(=O)(=O)C1 (stereo unspecified)
→ -7.3% | 8.7% | -5.3% | -4.6% | -3.9% | -0.766 | -0.27 | -0.377 | -0.603 | 1.6% | -5.1% | 5.1%
CC(C)n1c(=S)[nH]c2c1c(=O)[nH]c(=O)n2C
→ -95.1% | -32.1% | 0.9% | -0.3% | -4.0% | 1.14 | -0.313 | 0.586 | -0.821 | 1.8% | -3.6% | 1.1%
CN(C)c1nnnn1-c1cccc(Oc2ncc(C(F)(F)F)cc2Cl)c1
→ 37.2% | -1.4% | 10.0% | -1.9% | -6.2% | 1.85 | -0.202 | 0.85 | -0.513 | 1.2% | -6.6% | 2.2%
Cc1ccn2c(NC(=O)c3ccco3)c(-c3ccccc3)nc2c1
→ -2.6% | -4.8% | 5.5% | -7.9% | 1.2% | -0.252 | -0.235 | -0.431 | 1.51 | 26.9% | -1.1% | 4.6%
CC(=O)COC(=O)c1cc(-c2ccc(C)cc2)nc2ccccc12
→ 4.2% | 13.2% | 8.9% | -2.9% | -4.4% | -0.72 | -0.208 | -0.441 | 0.244 | -3.8% | -3.8% | 0.5%
CCCCOCCCNC(=O)N[C@H](C(=O)OC)C(C)C
→ -6.8% | 13.8% | 2.5% | 7.5% | -11.7% | -0.945 | -0.225 | -0.262 | 0.726 | 1.9% | -3.1% | 4.0%

High-throughput results: PubChem BioAssay, several laboratories
